mABHD4 FP: inhibits mouse alpha/beta hydrolase domain 4; purified mABHD4, FP-Rh probe fluorescence polarization; inhibition, % at 8.92 µM; Q8VD66; 370,000 compounds, 0.54% hits;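 active means inhibition exceeding the mean over every tested compound plus 3 SD, cut at about 30% in these data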;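 further: 0% = plate median of compound wells and 100% = S159A mutant with DMSO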
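system = mouse ABHD4 enzyme, wild type | medium = HEPES pH 7.0, NaCl, Pluronic buffer | also added = FP-Rh probe | incubation = Enzyme–compound pre-incubation 45 min, then probe 60 min, both 25 °C | technique = fluorescence polarization, excitation 525 nm, emission 598 nm, BODIPY TMR filters | controls = S159A mutant high control, sample median low control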
MBD2 inh: inhibitors of human MBD2 binding to methylated oligonucleotide. TR-FRET. inhibition, % at 4.4 µM. AID 686964. Q9UBB5. 370,000 compounds, 0.31% hits; in the data active means inhibition above about 13%
NPR2 activator: GC-B (human) receptor activation; activation, % at 10 µM; P20594; 370,000 compounds, 0.11% hits; AID 1920062; HEK293-GC-B cells, CNP EC30, cGMP TR-FRET; 0% at EC30 CNP, 100% saturating CNP;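 active means activation at 10 µM reaching about 35% in either raw or pattern-adjusted values, limit read from the data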
LEDGF integ inh: blocks HIV-1 LEDGF/p75-dependent DNA integration | TR-FRET IN-LEDGF/p75 DNA integration, Eu/Cy5 | AID 743269 | inhibition, % at 3.7 µM | 370,000 compounds, 0.64% hits;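 active means inhibition above the screen-wide mean plus 3 SD, cut at about 13% in these data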;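 further: signal is the Cy5 over europium emission ratio at 671 and 618 nm; 0% = plate median of compound wells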
TDP2 absorb: TDP2 (human) inhibition, absorbance primary screen | O95551 | recombinant TDP2, T5PNP hydrolysis, p-nitrophenol absorbance 415 nm | inhibition, % at 12.8 µM | 370,000 compounds, 0.34% hits;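 active means inhibition above the mean of all tested compounds plus 3 SD, set per campaign, cut at about 25% in these data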;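 further: 0% = DMSO with enzyme and 100% = buffer with substrate but no TDP2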
Target sequence (O95551 whole entry, looked up): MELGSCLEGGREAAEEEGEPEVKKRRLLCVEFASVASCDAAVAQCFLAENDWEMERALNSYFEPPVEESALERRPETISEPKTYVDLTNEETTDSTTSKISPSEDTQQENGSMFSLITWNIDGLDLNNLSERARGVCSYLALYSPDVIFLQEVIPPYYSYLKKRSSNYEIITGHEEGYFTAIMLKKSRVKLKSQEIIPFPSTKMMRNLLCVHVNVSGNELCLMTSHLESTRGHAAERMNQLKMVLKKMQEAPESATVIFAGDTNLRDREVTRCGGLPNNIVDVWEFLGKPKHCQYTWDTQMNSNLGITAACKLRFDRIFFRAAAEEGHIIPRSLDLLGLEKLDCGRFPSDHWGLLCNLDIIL
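System – recombinant human TDP2 · Quantity – TDP2 enzyme at 120 nM final · Doses – single concentration, 12.8 µM nominal, with 1% DMSO · Incubation – 2 h at 37 °C · Measured by – epi absorbance of p-nitrophenol freed from T5PNP by hydrolysis · Read-out – % inhibition relative to enzyme-containing and enzyme-free wells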
rCAG RNA binder: molecules binding r(CAG) RNA repeats. AID 651821. r(CAG) RNA repeat, TO-PRO-1 dye displacement fluorescence. inhibition, % at 3 µM. 370,000 compounds, 1.3% hits;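 active means inhibition above the plate cutoff, the mean of all test compounds on that plate plus 3 SD, cut at about 35% in these data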;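 further: 0% = DMSO alone and 100% = 100 µM mitoxantrone as full dye displacement; higher means more dye released from RNA so lower well fluorescence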
PRMT1 FP inh: PRMT1 (human) inhibition, primary screen; 370,000 compounds, 1.3% hits; inhibition, % at 2.79 µM; recombinant PRMT1, activity-based probe fluorescence polarization; AID 652257;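 active means inhibition above about 21% made by adding two undisclosed values, limit read from the data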
TCR-CD3 inh: inhibitors of human TCR-CD3 interaction | TAMRA-labeled TCR probe fluorescence, biochemical | inhibition, % at 9.4 µM | 360,000 compounds, 0.37% hits | AID 651800; in the data active means inhibition above about 19%;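 further: recombinant mutant TCR 2C K166C tagged with TAMRA read by polarization; 0% = receptor in buffer alone and 100% = receptor with positive control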
HTRA1 inh: HTRA1 (human) protease inhibition. Q92743. recombinant HTRA1, FP-rhodamine activity-based probe, fluorescence polarization. inhibition, % at 5.96 µM. 340,000 compounds, 0.5% hits; in the data active means inhibition above about 36%;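 further: 0% = enzyme with DMSO and 100% = wells lacking enzyme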
SIAE inh: inhibitors of human sialic acid acetylesterase SIAE | Q9HAT2 | SIAE FP-Rh probe binding, fluorescence polarization | inhibition, % at 9.66 µM | 370,000 compounds, 0.69% hits | AID 1053197;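 active means inhibition above a cutoff: mean of compounds within the control limits plus 3 SD of those, cut at about 17% in these data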;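 further: 0% = plate median of compound wells and 100% = probe without SIAE protein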
Target sequence (Q9HAT2 whole entry, looked up): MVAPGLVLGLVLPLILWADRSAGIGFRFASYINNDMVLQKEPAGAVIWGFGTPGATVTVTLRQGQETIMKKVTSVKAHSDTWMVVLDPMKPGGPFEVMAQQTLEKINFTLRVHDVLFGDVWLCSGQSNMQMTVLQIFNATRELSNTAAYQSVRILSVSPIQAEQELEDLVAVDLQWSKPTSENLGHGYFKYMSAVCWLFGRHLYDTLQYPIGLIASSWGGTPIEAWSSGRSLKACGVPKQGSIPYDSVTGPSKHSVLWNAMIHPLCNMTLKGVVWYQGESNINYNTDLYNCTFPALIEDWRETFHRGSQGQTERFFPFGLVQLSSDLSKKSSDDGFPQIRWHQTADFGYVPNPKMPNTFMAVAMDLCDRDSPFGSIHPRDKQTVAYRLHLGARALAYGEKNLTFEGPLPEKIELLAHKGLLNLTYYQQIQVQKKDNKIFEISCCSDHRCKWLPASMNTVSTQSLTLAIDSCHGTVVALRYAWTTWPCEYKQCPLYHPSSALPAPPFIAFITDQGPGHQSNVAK
* = called active by the depositor; nt = no result given; & = joins results of further samples. These rows are one share of the data; rates above refer to the full screens.

SMILES	mABHD4 FP	MBD2 inh	NPR2 activator	LEDGF integ inh	TDP2 absorb	rCAG RNA binder	PRMT1 FP inh	TCR-CD3 inh	HTRA1 inh	SIAE inh
Cc1ccc(NC(=O)C2CCN(C(=O)c3cccs3)CC2)c(C)c1	6.2	-0.8	4.0	-7.1	-10.3	-3.2	3.2	-4.0	-6.2	5.1
FC(F)(F)c1ccc(-c2nnc(-c3ccccn3)c(-c3ccccn3)n2)nc1	1.5	-3.1	-1.5	4.2	-2.2	-6.8	-3.5	1.8	11.7	-1.2
COC(=O)c1cc(=O)n(Cc2cccs2)c(=NCc2cccs2)s1	3.1	-3.5	-12.0	-0.3	3.5	-0.5	0.3	3.8	2.2	4.3
O=C(Cc1cccs1)Nc1nnc(SCc2cccc3ccccc23)s1	-5.5	1.6	-2.2	0.1	-18.2	17.5	5.1	-3.8	-17.4	-4.5
COc1cc(/C=C/c2cccc[n+]2C)ccc1OCC(=O)Nc1ccccc1C	-0.2	-3.1	-0.8	0.7	1.9	1.3	-4.6	1.9	-1.8	-0.6
O=C(NCc1ccccc1)C(C1CC1)n1c(=O)c(-c2cc3ccccc3[nH]2)nc2ccccc21 (centres undefined)	-12.1	1.2	-8.2	-6.2	3.7	13.8	1.6	0.2	nt	-5.2
COc1cccc(Cn2c(Oc3cccc(C)c3)nc3c2c(=O)n(C)c(=O)n3C)c1	-5.6	0.3	-5.2	0.1	-11.0	-7.4	-0.7	-1.0	-18.3	3.0
CC(C)CCNc1c(-c2cccs2)nc2ccccn12	1.1	0.1	-1.7	-0.6	4.2	-5.7	0.2	1.5	4.6	11.2
COc1ccc(-c2noc(CCC(=O)NCCCN3CCN(c4ccccc4F)CC3)n2)cc1	3.7	-0.2	-3.7	1.1	-0.4	-5.6	-4.0	-4.1	0.4	3.6
O=C(NC(=S)Nc1ccc(N2CCOCC2)cc1)c1ccc(Cl)cc1	11.8	4.3	-0.9	0.1	0.1	-0.5	2.1	0.4	-0.2	4.8
C=CCN(Cc1cccs1)C(=O)CN1CCN(S(=O)(=O)c2ccc3c(c2)OCCCO3)CC1	-7.6	-8.6	0.1	5.4	-10.4	-2.4	-1.5	-4.2	-8.0	7.1
O=C(Nc1nc2ccc(Oc3ccccc3)cc2s1)c1cc([N+](=O)[O-])ccc1N1CCOCC1	3.7	2.9	-3.4	-0.1	2.8	4.4	3.8	-0.1	-1.0	-4.9
O=C(O)C1CSC(CCc2ccccc2)N1 (centres undefined)	10.4	9.0	2.6	0.3	5.0	1.9	1.0	-0.3	-4.4	0.5
CCCCNc1c(C(=O)OCC)c(C)nc2c1cnn2CC	3.0	-3.7	27.8	0.8	-0.9	-0.7	2.2	-5.0	-3.4	2.3
CC(C)(C)NC(=O)c1cc(C(C)(C)C)c(O)c(C(C)(C)C)c1	8.5	-5.0	1.2	-1.6	3.6	-6.3	3.2	-6.6	-1.2	2.9
CNC(=S)N1CCN(c2ccccn2)CC1	2.9	-1.6	3.3	-5.6	-5.2	-2.2	1.5	-7.1	2.1	0.1
O=C(NCCCN1CCOCC1)c1onc(CSc2ccc(F)c(F)c2)c1C(=O)NCCCN1CCOCC1	6.5	9.8	2.6	0.4	4.9	-10.6	3.3	-6.0	0.0	-1.2
CC(=O)C1=CCC(c2ccc(F)cc2)N(S(=O)(=O)c2ccc(C)cc2)C1 (centres undefined)	5.9&-3.1	0.4&-4.3	-4.7&-4.3	0.0&0.5	-5.5&5.3	5.9&1.5	-1.2&-1.0	4.6&3.1	nt	-9.0&-4.9
Cc1nc2cc3c(cc2c(C)c1C(=O)OC(C)C)OCO3	4.3	-4.7	2.7	1.1	8.8	-2.9	-0.3	8.2	3.9	1.6
CCOC(=O)COc1cccc2c(=O)n(CC(=O)N3CCCc4ccccc43)ccc12	-1.1	-5.8	2.8	-0.3	11.7	-0.1	5.7	0.9	3.1	0.6
CC(C)(C)c1ccc(CC(=O)N2CCC2(C)C(=O)NS(=O)(=O)c2ccc(Cl)s2)cc1 (centres undefined)	9.8	-1.8	2.5	2.2	11.6	61.7*	1.0	6.0	nt	-3.1
CCOC(=O)CNC(=O)Nc1ccccc1C(=O)OC	-1.6	0.5	-3.0	-1.3	4.1	0.3	0.1	-2.8	1.9	-0.7
Cc1ccc(CS(=O)(=O)Cc2ccc(C(=O)NC3CC3)o2)cc1	-5.2	0.4	-5.2	-5.9	-14.4	-4.3	2.3	1.4	3.9	-2.5
O=C(NCc1ccc(Cl)cc1)N1CCN(C(=O)c2ccccc2)CC1	8.0	-2.7	1.6	-2.0	-3.6	2.4	-1.0	8.2	1.0	2.6
O=C(Nc1ccc(CN2CCCCC2)cc1)c1cccc(Br)c1	1.2	-3.5	2.8	-1.6	-7.0	-1.9	-3.8	4.7	-4.9	0.9
CCN(C(=O)COC(=O)c1cnccn1)c1cccc2ccccc12	4.8	-5.2	-0.7	2.5	10.8	-0.2	1.8	-1.2	4.9	2.1
COc1cc(NC(=O)C2CCCN(S(=O)(=O)c3cccs3)C2)cc(OC)c1 (centres undefined)	2.2	-0.4	-1.5	-2.0	4.8	7.0	1.9	nt	nt	-1.1
CC(NC(=O)c1cccs1)c1ccc(Br)cc1 (centres undefined)	-13.8	3.6	2.3	2.2	-12.7	-5.0	3.5	-1.9	-4.2	-0.8
Cc1ccc(CN2C(=O)CCC2C(=O)NC(C)C)cc1 (centres undefined)	8.1	-7.4	-5.5	2.6	-5.1	-0.4	-2.1	13.3	2.2	7.6
COCCCNc1nc2nonc2nc1N1CCN2CCCC2C1 (centres undefined)	6.2	-4.1	4.5	-5.2	-7.2	4.5	5.3	-4.3	-1.1	1.1
O=C(Cn1cncc1-c1ccc([N+](=O)[O-])cc1)Nc1ccccc1F	-1.8	0.8	-1.4	0.2	8.1	3.4	5.9	-2.0	0.3	-0.3
COc1cc(NC(=O)c2[nH]c(C)c(C(C)=O)c2C)c(OC)cc1Cl	-3.8	1.7	4.5	-0.3	3.2	nt	3.2	nt	nt	0.1
Cc1c(OCC(=O)N2CCC[C@@H]2C(=O)O)ccc2c3c(c(=O)oc12)CCC3	-2.9	3.1	8.0	0.4	10.9	5.1	3.9	-4.6	-4.1	-7.5
CN(CC(=O)Nc1ccc(S(=O)(=O)N2CCCC2)cc1)Cc1cccc(Cl)c1Cl	-4.6	-6.8	-1.4	4.4	8.1	2.2	-3.2	9.8	-29.2	-0.5
CCCSc1ccc(C(=O)Nc2ccc(Cl)cc2)cn1	-4.4	-5.2	4.9	3.2	-8.4	-1.1	-1.7	-4.8	-10.9	2.9
O=C(CN(C(=O)CCC(=O)Nc1ccccn1)c1ccc(F)cc1)NCc1ccco1	-1.7	0.9	4.0	1.1	3.5	-5.0	-5.4	4.2	4.7	8.3
OCC(O)C1OCOC(C(O)CO)C1O (centres undefined)	-3.7	-6.7	-0.1	-0.9	1.3	-0.4	-0.5	-4.5	0.2	6.5
COC(=O)Nc1sc2c(c1C(=O)NCc1ccco1)CCC2	-5.8	0.3	-5.3	3.5	-4.1	3.4	2.8	10.5	-3.6	2.6
Cc1ccc(/C=N/N2CCN(c3ccc(Cl)cc3)CC2)o1	6.6	1.4	10.6	1.1	4.0	-7.0	12.3	-0.1	-2.0	8.6
CC(=O)Nc1ccc(S(=O)(=O)NCc2csc(-c3cccnc3)n2)cc1	0.3	3.5	-1.6	2.3	4.8	1.1	0.2	3.9	0.6	9.5
CN1CCN(Cc2nc3ccccc3c(=O)n2CC#N)CC1	4.6	-0.1	-3.9	0.7	-8.5	-1.4	-0.4	0.7	1.7	-1.1
N#Cc1cc(-c2ccc(Cl)cc2)cnc1Sc1ccc(F)cc1	-3.9	-5.0	-8.4	6.5	-8.7	-1.3	-2.1	1.6	0.3	1.2
CCCCn1c(N)c(N(Cc2ccccc2OC)C(=O)C(C)Oc2ccc(Cl)cc2)c(=O)[nH]c1=O (centres undefined)	-5.6	6.3	-5.3	-6.6	-6.2	-4.1	5.9	-6.2	-7.0	-3.4
O=C1c2oc3ccccc3c(=O)c2C(c2cccc(F)c2)N1CCCO (centres undefined)	0.8	2.1	0.8	-2.3	-1.3	0.4	4.4	-7.8	7.7	-3.5
COc1ccc(/C=C/c2nc(-c3ccccc3)cc(=O)[nH]2)cc1	-7.5	10.3	-7.4	-3.5	-8.0	3.7	-0.4	-1.1	-19.5	-3.9
CC(C)NC(=O)c1cnn2c1NC(c1cccs1)CC2C(F)(F)F (centres undefined)	0.4	-2.6	4.2	-4.2	-5.6	-5.0	-2.6	5.4	0.1	3.4
Cn1c(=O)c2c(ncn2CC(=O)Nc2nccs2)n(C)c1=O	-5.5	-5.9	0.1	4.6	-5.5	6.2	-6.5	-3.9	14.7	10.0
O=C(NCC1CCCO1)c1cc(-c2ccc(Cl)cc2Cl)on1 (centres undefined)	-2.4	6.6	-5.0	-0.1	5.9	1.2	1.1	2.7	-2.7	-6.6
CC(=O)Nc1ccccc1NC(=O)COc1cccc2ccccc12	-8.0	1.7	-4.8	-3.9	-10.2	-0.2	7.0	-4.5	2.9	-1.4
COC(=O)COc1ccc(-c2nccc(-c3ccccn3)n2)cc1	2.2	-4.0	-2.1	0.9	14.3	-2.0	-1.1	-0.2	-3.5	11.8
Cc1cccc(COc2ccc(/C=N/NC(=O)c3nnn(-c4nonc4N)c3COc3ccc(F)cc3)cc2)c1	2.7	-1.5	2.3	-0.2	2.7	2.2	0.8	-5.8	-6.5	-2.0
CC(C)c1ccc(S(=O)(=O)N2CCN(C(=O)CCNC(=O)Nc3ccccc3)CC2)cc1	0.8	-2.1	-7.8	-9.5	-5.2	3.1	0.5	-2.4	-14.7	-4.9
Cc1cccnc1NC(=O)CNC(=O)C12CC3CC(CC(Cl)(C3)C1)C2	0.3	0.6	-2.1	2.4	6.5	-5.0	-2.9	-5.7	9.1	2.0
Cc1ccccc1N1CC(=O)Nc2c(oc3nc(-c4ccccc4)cc(C)c23)C1=O	-2.5	0.8	-2.4	-1.5	19.6	-1.5	-0.9	-2.0	3.4	-0.9
CCCc1nc2oc3c(Cl)ncnc3c2c2c1CCCC2	-0.9	1.8	-21.4	-4.6	5.9	-4.4	1.7	0.3	1.1	1.6
Cc1nn(C(C)C(=O)NCC2CCCO2)c(C)c1[N+](=O)[O-] (centres undefined)	6.6	0.3	-5.9	0.1	-0.1	-1.4	-5.0	2.6	5.8	-1.3
N#C/C(=C\c1ccc(OCCN2CCOCC2)cc1)C(=O)Nc1ccccc1F	-12.8	3.5	2.1	1.5	-10.8	11.1	4.6	-8.3	-0.7	-0.2

Whole records as entered above. Order of values: mABHD4 FP	MBD2 inh	NPR2 activator	LEDGF integ inh	TDP2 absorb	rCAG RNA binder	PRMT1 FP inh	TCR-CD3 inh	HTRA1 inh	SIAE inh
`Cc1cccc(COc2ccc(/C=N/NC(=O)c3nnn(-c4nonc4N)c3COc3ccc(F)cc3)cc2)c1` is entered as 2.7	-1.5	2.3	-0.2	2.7	2.2	0.8	-5.8	-6.5	-2.0
`COc1cc(NC(=O)C2CCCN(S(=O)(=O)c3cccs3)C2)cc(OC)c1` (centres undefined) is entered as 2.2	-0.4	-1.5	-2.0	4.8	7.0	1.9	nt	nt	-1.1

Compound activity: PubChem BioAssay, several laboratories
